# Screening results: PubChem, several laboratories
# BoNT-A LC inh2: blocks Botulinum neurotoxin A light chain protease; multiplex microsphere protease substrate cleavage, flow cytometry; inhibition, % at 10 µM; actives 0.17% (n = 360,000); AID 588499; in the data active means inhibition above about 30%; inconclusive means no clear call, values can overlap the other calls; further: plate controls were buffer without enzyme for full effect and enzyme alone for no effect
# GDH-TPI inh: counter-screen for M. tuberculosis FBA inhibitors: GDH-TPI coupled enzymes; GDH-TPI coupled enzyme counterscreen, NADH absorbance; inhibition, % at 4.8 µM; actives 1.2% (n = 360,000);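 further: 0% = DMSO wells and 100% = wells lacking the enzyme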
# UGM FP inh: blocks M. tuberculosis UGM enzyme | purified UGM, fluorescence polarization probe displacement | P9WIQ1 | inhibition, % at 10 µM | actives 0.06% (n = 320,000); in the data active means inhibition above about 10%, passing the limit was not always enough; inconclusive means no clear call, values can overlap the other calls
# Target sequence (P9WIQ1 whole entry, looked up): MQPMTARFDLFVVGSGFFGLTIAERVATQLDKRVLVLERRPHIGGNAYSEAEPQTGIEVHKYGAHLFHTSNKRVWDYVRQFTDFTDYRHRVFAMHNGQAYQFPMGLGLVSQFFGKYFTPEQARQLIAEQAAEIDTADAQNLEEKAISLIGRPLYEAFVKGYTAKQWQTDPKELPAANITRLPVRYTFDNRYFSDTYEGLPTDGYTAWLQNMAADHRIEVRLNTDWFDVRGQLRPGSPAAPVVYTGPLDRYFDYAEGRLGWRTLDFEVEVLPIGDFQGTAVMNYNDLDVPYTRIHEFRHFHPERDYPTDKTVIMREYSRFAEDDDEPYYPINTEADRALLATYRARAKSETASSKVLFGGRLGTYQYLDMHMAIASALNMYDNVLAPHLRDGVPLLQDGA
# Mtb BioA inh: inhibitors of Mycobacterium tuberculosis BioA enzyme; purified M. tuberculosis BioA enzyme, plate reader; inhibition, % at 9.99 µM; actives 0.096% (n = 360,000); in the data active means inhibition above about 40%; inconclusive means no clear call, values can overlap the other calls
# FadD28 FP inh: M. tuberculosis FadD28 bisubstrate binding inhibition; actives 0.22% (n = 360,000); inhibition, % at 12.5 µM; FadD28 bisubstrate probe binding, fluorescence polarization; AID 588549; in the data active means inhibition above about 8.5%, passing the limit was not always enough; inconclusive means no clear call, values can overlap the other calls
# PrPC TRFRET: cell surface PrPC inhibition, primary TR-FRET screen; TR-FRET read-out; P04156; inhibition, % at 13.8 µM; actives 0.43% (n = 370,000); AID 720596; in the data active means inhibition above about 24%; further: 0% = median of the test wells and 100% = reference compound wells
# Mtb FBA inh: inhibits M. tuberculosis FBA enzyme; purified M. tuberculosis FBA, fluorescence read-out; actives 2.3% (n = 360,000); AID 588726; P9WQA3; inhibition, % at 1 µM; in the data active means inhibition above about 27%;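 further: 0% = vehicle and 100% = reference inhibitor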
# Target sequence (P9WQA3 whole entry, looked up): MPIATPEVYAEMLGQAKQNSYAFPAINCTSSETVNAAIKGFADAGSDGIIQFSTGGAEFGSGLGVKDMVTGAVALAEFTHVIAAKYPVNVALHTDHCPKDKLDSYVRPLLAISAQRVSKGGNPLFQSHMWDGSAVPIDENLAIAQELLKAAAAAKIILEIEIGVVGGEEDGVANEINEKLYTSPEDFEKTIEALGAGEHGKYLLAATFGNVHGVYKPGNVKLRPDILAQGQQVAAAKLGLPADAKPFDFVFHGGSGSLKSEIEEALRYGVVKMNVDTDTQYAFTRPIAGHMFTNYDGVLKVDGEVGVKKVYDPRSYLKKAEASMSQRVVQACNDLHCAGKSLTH
# BoNT-F LC inh: blocks Botulinum neurotoxin F light chain protease; actives 0.22% (n = 360,000); AID 588497; Multiplex microsphere protease cleavage assay, flow cytometry; inhibition, % at 10 µM; in the data active means inhibition above about 35%, passing the limit was not always enough; inconclusive means no clear call, values can overlap the other calls; further: plate controls were buffer without enzyme for full effect and enzyme alone for no effect
# CCHF vOTU inh: blocks the CCHF virus ovarian tumor domain protease | CCHFV vOTU protease, Pep-AMC fluorescence | inhibition, % at 11.5 µM | actives 0.55% (n = 370,000); further: 0% = vehicle wells with enzyme and 100% = no enzyme wells
# An asterisk follows results filed as active; ? = inconclusive; · = no result given; & = joins results of further samples. Unless noted, no stated cut-off is given here; in the data, active means inhibition above about 30%; inactive means the rest.
# Start of the data: the first 14 records as a preview:
SMILES,BoNT-A LC inh2,GDH-TPI inh,UGM FP inh,Mtb BioA inh,FadD28 FP inh,PrPC TRFRET,Mtb FBA inh,BoNT-F LC inh,CCHF vOTU inh
COc1ccc(C(=O)C2CCCN(Cc3ccc(F)cc3F)C2)cc1F (configuration not stated),1.2,-3,4.4,-0.5,-3.8,-6,-1,?,0
O=C(CSc1nnc(-c2ccco2)o1)Nc1cccc([N+](=O)[O-])c1,0.4,-6,2.5,-0.8,-0.9,-15,2,3,2
Cc1noc(C)c1COc1ccc(C(=O)OCc2nnc(-c3ccc(Cl)cc3)o2)cc1,0.1,0,-2.9,0.3,2.2,8,1,1,17
C=CC[N+]1(CC(=O)NCc2ccc(NC(C)=O)cc2)CCOCC1,-0.7,2,0.8,·,-1.0,2,-4,-10,-3
O=C(c1ccccc1)c1ccc(Oc2ccc([N+](=O)[O-])cc2[N+](=O)[O-])cc1,0.3,3,·,-1.3,-3.6,-18,-5,2,6
COc1cccc(/C=N/NC(=O)c2ccoc2C)c1,3.0,-3,4.9,-1.4,-4.3,1,2,31,-14
COc1ccccc1C(=O)Nc1ccccc1C(=O)NCc1ccco1,-2.0,6,-3.0,-0.2,-3.2,-1,0,6,-2
Cc1nnc(C)c2c(C)n(N)c(C)c12,0.2,16,2.5,-2.6,-0.6,-3,5,1,-2
COC(=O)c1ccc2c(=O)[nH]c(CCl)nc2c1,-0.9,2,0.7,-1.0,0.7,3,7,-5,-15
C=CCn1c(O)c(N=Nc2ccccc2O)c2ccccc21,-0.5,8,-1.6,-2.9,2.5,-1,-11,-10,6
CC(=O)NCCNC(=O)c1cccc(NS(=O)(=O)c2ccc3c(c2)OCCO3)c1,-3.0,-4,-1.8,·,-4.0,-3,0,-9,-5
O=C(c1ccc([N+](=O)[O-])cc1Cl)N1CCN(c2ccccn2)CC1,-6.6,-1,-1.0,·,-3.6,-31,4,?,13
Cc1nc2c(ccc3nc(NC(=O)Cc4ccccc4)sc32)s1,-0.7,6,2.8,0.4,-7.6,11,-1,6,8
Cc1cc(C)n(C(=O)c2cccc([N+](=O)[O-])c2)n1,0.4,-1,2.1,-0.8,-1.6,-8,-1,1,-16

# The list itself, repeating the preview:
SMILES,BoNT-A LC inh2,GDH-TPI inh,UGM FP inh,Mtb BioA inh,FadD28 FP inh,PrPC TRFRET,Mtb FBA inh,BoNT-F LC inh,CCHF vOTU inh
COc1ccc(C(=O)C2CCCN(Cc3ccc(F)cc3F)C2)cc1F (configuration not stated),1.2,-3,4.4,-0.5,-3.8,-6,-1,?,0
O=C(CSc1nnc(-c2ccco2)o1)Nc1cccc([N+](=O)[O-])c1,0.4,-6,2.5,-0.8,-0.9,-15,2,3,2
Cc1noc(C)c1COc1ccc(C(=O)OCc2nnc(-c3ccc(Cl)cc3)o2)cc1,0.1,0,-2.9,0.3,2.2,8,1,1,17
C=CC[N+]1(CC(=O)NCc2ccc(NC(C)=O)cc2)CCOCC1,-0.7,2,0.8,·,-1.0,2,-4,-10,-3
O=C(c1ccccc1)c1ccc(Oc2ccc([N+](=O)[O-])cc2[N+](=O)[O-])cc1,0.3,3,·,-1.3,-3.6,-18,-5,2,6
COc1cccc(/C=N/NC(=O)c2ccoc2C)c1,3.0,-3,4.9,-1.4,-4.3,1,2,31,-14
COc1ccccc1C(=O)Nc1ccccc1C(=O)NCc1ccco1,-2.0,6,-3.0,-0.2,-3.2,-1,0,6,-2
Cc1nnc(C)c2c(C)n(N)c(C)c12,0.2,16,2.5,-2.6,-0.6,-3,5,1,-2
COC(=O)c1ccc2c(=O)[nH]c(CCl)nc2c1,-0.9,2,0.7,-1.0,0.7,3,7,-5,-15
C=CCn1c(O)c(N=Nc2ccccc2O)c2ccccc21,-0.5,8,-1.6,-2.9,2.5,-1,-11,-10,6
CC(=O)NCCNC(=O)c1cccc(NS(=O)(=O)c2ccc3c(c2)OCCO3)c1,-3.0,-4,-1.8,·,-4.0,-3,0,-9,-5
O=C(c1ccc([N+](=O)[O-])cc1Cl)N1CCN(c2ccccn2)CC1,-6.6,-1,-1.0,·,-3.6,-31,4,?,13
Cc1nc2c(ccc3nc(NC(=O)Cc4ccccc4)sc32)s1,-0.7,6,2.8,0.4,-7.6,11,-1,6,8
Cc1cc(C)n(C(=O)c2cccc([N+](=O)[O-])c2)n1,0.4,-1,2.1,-0.8,-1.6,-8,-1,1,-16
Cc1cc(=O)[nH]c(SCC(=O)Nc2nc3c(s2)CCCC3)n1,-0.1,1,0.2,0.2,-2.8,7,-1,-6,-4
Cc1cc(C)cc(Oc2coc3cc(OC(=O)c4cccnc4)ccc3c2=O)c1,-1.2,5,2.0,-0.8,-4.0,6,32*,-8,-23
O=C(c1ccc2nc(-c3ccccc3)c(-c3ccccc3)nc2c1)N1CCCCC1,0.5,15,0.6,·,-3.9,0,34*,-4,-31
Cc1noc(C)c1COC(=O)CCc1ccc(S(=O)(=O)N2CCCCC2)cc1,0.0,-10,0.9,1.3,-3.8,-2,-7,-5,7
CC(C)N(C(=O)COC(=O)c1ccc(Cl)nc1)C(C)C,-0.8,0,1.8,·,-1.6,-6,12,0,-3
N#CC(C#N)=C1c2cc(S(N)(=O)=O)ccc2-c2ccc(S(N)(=O)=O)cc21,-0.6,-3,·,-0.2,-1.5,-50,1,-5,-6
C=CCCC(=O)NC1CCCc2c1cnn2-c1ccccc1F (configuration not stated),-3.9,1,-2.6,-0.3,-3.7,2,-5,?,-9
COc1ccc(CCNC(=O)c2cc(-c3cc(Cl)cc(Cl)c3)oc2C)cc1,2.2,-6,-5.0,-1.4,-0.2,2,3,4,-10
CCCCCOc1ccc(CSc2ncn[nH]2)cc1,0.2,10,-2.4,0.7,-7.3,2,-1,-4,-4
Cc1ccc(S(=O)(=O)NCC(=O)N2CCCCC2)cc1,-0.5,-2,1.5,-0.5,1.9,3,0,1,11
CCOC(=O)c1ccc(NC(=O)NCCc2cnc[nH]2)cc1,-3.4,16,-0.3,-1.6,-1.7,-2,0,7,7

# One compound at a time, as listed above:
# CC(C)N(C(=O)COC(=O)c1ccc(Cl)nc1)C(C)C in the list: BoNT-A LC inh2 = -0.8; GDH-TPI inh = 0; UGM FP inh = 1.8; Mtb BioA inh = ·; FadD28 FP inh = -1.6; PrPC TRFRET = -6; Mtb FBA inh = 12; BoNT-F LC inh = 0; CCHF vOTU inh = -3
# C=CCn1c(O)c(N=Nc2ccccc2O)c2ccccc21 in the list: BoNT-A LC inh2 = -0.5; GDH-TPI inh = 8; UGM FP inh = -1.6; Mtb BioA inh = -2.9; FadD28 FP inh = 2.5; PrPC TRFRET = -1; Mtb FBA inh = -11; BoNT-F LC inh = -10; CCHF vOTU inh = 6

# Next compounds:
SMILES,BoNT-A LC inh2,GDH-TPI inh,UGM FP inh,Mtb BioA inh,FadD28 FP inh,PrPC TRFRET,Mtb FBA inh,BoNT-F LC inh,CCHF vOTU inh
CC1CC(C)CN(C(=O)c2cccc(N3C(=O)c4ccccc4C3=O)c2)C1 (configuration not stated),-0.7,0,-2.2,-0.1,-1.3,5,-1,-4,24
CCc1nc(-c2ccc(C)nc2OC)no1,-0.2,-5,-3.3,-0.7,0.6,1,-3,6,-15
Cc1nc(Cl)c(C#N)cc1-c1ccccc1,0.2,-6,1.4,1.5,-1.7,-4,2,-2,14
Cc1csc2nc(CSc3nc4ccccc4o3)c(Br)n12,-0.6,-9,-2.4,·,-6.2,2,1,-7,1
Cc1ccc(N2C(=O)CN=C2Nc2nc(C)cc(C)n2)cc1,-7.1,12,-0.2,·,-0.7,0,-4,?,-8
CN(C)c1nc(OCCNC(=O)Nc2ccccc2)nc(N2CCOCC2)n1,0.6,10,·,0.5,-3.8,-4,-2,6,9
O=C(CCC1CCCC1)N1CCC(N2CCN(c3ccccc3)CC2)CC1,-0.6,-4,-1.6,3.3,-2.7,-8,1,8,-5
CN(C(=O)COC(=O)CCC(=O)c1ccc(F)cc1)C1CCCCC1,-0.3,4,-0.7,·,-0.2,-2,2,-2,-10
CCOc1ccc(CCNC(=O)c2nn(C)c3c2CS(=O)(=O)c2ccccc2-3)cc1,1.1,4,-0.9,-2.8,-2.8,-1,-2,1,10
Cc1nc(-c2ccc3c(c2)OCCO3)cs1,0.1,5,4.1,·,-3.0,3,-4,-2,12
CN1CCN(CCCNC(=O)CCN2C(=O)COc3ccccc32)CC1,1.9,3,-1.7,0.2,-2.5,-4,1,6,5
COc1ccccc1NS(=O)(=O)c1ccc(C)c(C(=O)Nc2cc(C)on2)c1,-1.0,6,-1.2,-0.8,·,7,2,-11,-29
COCCN1CCn2c(nc3cc(NS(C)(=O)=O)ccc32)C1,1.4,-7,-2.1,-1.2,-1.8,12,1,-6,12
CCCc1c2ccccc2nc2ccccc12,1.5,8,3.3,-0.6,-5.9,6,50*,-1,-67
CNC[C@H]1OCc2cnnn2CCCC(=O)N([C@H](C)CO)C[C@@H]1C,0.7,·,·,-0.3&-0.1,-0.9,-5,-1,8,-3
CC(C)c1nc(SCC(=O)Nc2ccc([N+](=O)[O-])cc2Br)n[nH]1,0.1,1,1.8,1.4,-2.7,-10,0,4,-3
Cc1ccc(-c2csc(NC(=O)Cc3ccc(F)cc3)n2)o1,-0.1,-1,1.0,-0.8,-4.0,2,-6,-4,-1
Cc1cc2c3c(c1)C1(C(=O)N3C(C)(C)CC2C)C(C#N)=C(N)OC2=C1C(=O)CC(C)(C)C2 (configuration not stated),0.0,0,1.9,-1.1,-3.7,5,0,3,3
O=C(/C=C/c1ccccc1Cl)N(c1ccccn1)C1CCCCC1,-0.2,17,0.4,-1.5,-0.2,-2,6,-6,-10
CCOC(=O)c1cc2c(ccn2C)n1CC(=O)N1CCCC(C)C1 (configuration not stated),0.3,16,-0.2,-0.2,-2.6,-1,0,-6,-6
CCOc1ccc(S(=O)(=O)Nc2nccs2)cc1,0.6,-4,-1.2,-0.2,1.4,·,-3,-7,·
COc1ccc(Cn2c(=O)cc(N)n(-c3ccccc3C)c2=O)cc1,·,-4,-1.3,-0.3,-3.2,0,3,·,-3
N#C/C(=C\c1ccccc1[N+](=O)[O-])c1nc(C2CC2)cs1,1.2,23,1.6,0.9,2.9,-26,1,0,10
CCOCCn1c(CN2CCN(c3ccc(OC)cc3)CC2)nc2c1c(=O)n(C)c(=O)n2C,1.5,-1,0.6,-2.8,-3.6,10,-3,2,18
Cc1cc(S(=O)(=O)N2CCC(N3CCCCC3)CC2)ccc1-n1cnnn1,1.4,-1,5.3,·,-2.1,-4,-2,7,-17
SMILES,BoNT-A LC inh2,GDH-TPI inh,UGM FP inh,Mtb BioA inh,FadD28 FP inh,PrPC TRFRET,Mtb FBA inh,BoNT-F LC inh,CCHF vOTU inh
CCC(C)n1c(=N)c(C#N)cc2c(=O)n3ccccc3nc21 (configuration not stated),0.2,-2,-2.1,-2.8,-0.9,-8,16,1,-15
O=C(c1ccco1)N1CCN(C(=S)Nc2cccc([N+](=O)[O-])c2)CC1,-1.6,-3,-0.5,·,1.8,1,2,-6,4
Oc1ccccc1CNc1ccc(Br)cn1,-0.4,-11,1.3,1.1,-3.0,7,0,0,-3
O=C1OCCN1CC(=O)N1CCc2c([nH]c3ccccc23)C1c1ccccn1 (configuration not stated),-0.3,5,-1.1,31,0.5,-2,1,-4,6
COCCn1nnnc1C(c1cccc(C(F)(F)F)c1)N1CCN(Cc2ccccc2)CC1 (configuration not stated),-0.4,-1,-1.6,·,-3.2,-1,1,0,6
Cc1ccc(NC(=O)C2=C(C(=O)O)CCCC2)cc1Br,-44,-7,-0.2,-1.5,-4.5,8,2,?,9
CCN(CC)C(=O)COC(=O)c1ccc(O)cc1,0.3,-7,1.6,-0.2,-1.8,2,1,-7,-12
Cn1c(=O)c(C(=O)CN2CCCc3ccccc32)c(N)n(Cc2ccccc2)c1=O,13,3,-2.9,4.2,-3.7,-12,2,-100,7
